MazEF act – increases E. coli MazEF RNase cleavage of RNA. activation, % at 20 µM. FAM/BHQ RNA-DNA oligo cleavage fluorescence, 5 h. P0AE70. 350,000 compounds, 0.32% hits; in the data active = activation above about 50%
Target sequence (P0AE70 whole entry, looked up): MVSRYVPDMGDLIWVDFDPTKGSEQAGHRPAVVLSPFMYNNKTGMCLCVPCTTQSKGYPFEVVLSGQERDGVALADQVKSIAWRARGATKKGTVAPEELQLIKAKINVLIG
3CLpro inhibitor – SARS-CoV 3CLpro protease inhibition; P0C6X7; recombinant SARS-CoV 3CLpro, quenched FRET peptide cleavage; inhibition, % at 6 µM; 290,000 compounds, 0.14% hits; in the data active = inhibition above about 12%
Anthrax LF inh2 – inhibitors of Bacillus anthracis lethal factor protease; AID 588501; 360,000 compounds, 0.12% hits; multiplex microsphere protease cleavage assay, LF; inhibition, % at 10 µM; P15917; in the data active = inhibition above about 30%; note: plate controls were buffer without enzyme for full effect and enzyme alone for no effect
BH1578 lux ind – quorum light induction in luxS cqsA deficient V. cholerae; V. cholerae BH1578 lux reporter, luminescence, 6 h; AID 588436; 350,000 compounds, 0.16% hits; activation, % at 18.7 µM; in the data active = activation mostly above about 9.7%, no sharp cut-off; note: not every result past the cut was called active; inactives centre near 0; reference of the scale not given here
TcdB inh – TcdB glycohydrolase inhibition. TcdB glycohydrolase enzymatic assay, plate reader. inhibition, % at 9.99 µM. 350,000 compounds, 0.24% hits; in the data active = inhibition above about 10%
SSB-PriA inh – inhibitors of Klebsiella pneumoniae PriA binding to SSB C-terminal tail; AlphaScreen SSBct-PriA binding, biotinylated peptide; inhibition, % at 33 µM; 430,000 compounds, 0.6% hits; AID 1272365; in the data active = inhibition mostly above about 37%, no sharp cut-off; inactive = mostly below about 20%;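 note: plate controls were negative control peptide for no effect and reference peptide for full effect; strong numbers were not always called active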
PfHsp40 rescue – rescue of PfHsp40-mediated yeast toxicity. S. cerevisiae expressing PfHsp40, growth rescue, ATP luminescence. growth rescue, % at 12.5 µM. 340,000 compounds, 0.68% hits. AID 504582; in the data active = growth rescue above about 28%, passing the limit was not always enough;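 note: yeast W303a lacking pdr1 and pdr3 grown in galactose medium; growth measured after three days at 30 °C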
Rv3671c inh – inhibitors of M. tuberculosis serine protease Rv3671c | P9WHR9 | inhibition, % at 5.96 µM | 320,000 compounds, 0.048% hits; in the data active = inhibition above about 38%;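 note: extracellular domain of Rv3671c used as enzyme; 0% = enzyme with DMSO and 100% = no enzyme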
Target sequence (P9WHR9 whole entry, looked up, the tested form may be a part): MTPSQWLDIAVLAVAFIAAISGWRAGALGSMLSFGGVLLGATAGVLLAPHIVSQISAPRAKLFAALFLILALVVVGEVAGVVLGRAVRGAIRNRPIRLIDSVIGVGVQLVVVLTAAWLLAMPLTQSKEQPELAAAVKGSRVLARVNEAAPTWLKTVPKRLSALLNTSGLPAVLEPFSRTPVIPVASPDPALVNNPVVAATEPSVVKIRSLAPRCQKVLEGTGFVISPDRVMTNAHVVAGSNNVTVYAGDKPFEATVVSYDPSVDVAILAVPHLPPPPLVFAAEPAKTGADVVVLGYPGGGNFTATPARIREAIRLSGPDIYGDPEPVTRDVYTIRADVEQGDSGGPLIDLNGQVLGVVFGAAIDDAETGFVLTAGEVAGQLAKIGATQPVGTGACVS
DUSP3 inh – blocks human VHR1 dual specificity phosphatase; P51452; recombinant VHR phosphatase, pNPP absorbance; inhibition, % at 13.3 µM; 290,000 compounds, 0.52% hits; AID 1654; in the data active = inhibition above about 50%; note: some compounds called inactive have numbers as strong as hits
Target sequence (P51452 whole entry, looked up): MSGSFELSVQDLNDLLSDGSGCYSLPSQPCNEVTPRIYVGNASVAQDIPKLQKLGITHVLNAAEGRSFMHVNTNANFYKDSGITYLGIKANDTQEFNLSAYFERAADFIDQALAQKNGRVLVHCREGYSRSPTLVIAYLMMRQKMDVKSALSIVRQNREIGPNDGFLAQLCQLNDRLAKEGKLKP
Yp Topo-I inh – blocks Yersinia pestis topoisomerase I activity. activity, % at 10 µM. Y. pestis Topo-I cleavage product accumulation, plate reader. 360,000 compounds, 0.064% hits; in the data active = activity above about 50%, passing the limit was not always enough; note: inactives centre near 2
An asterisk follows results filed as active; i = inactive; / = no result given. Not all compounds are listed (hit frequency here may not be typical).

SMILES | MazEF act | 3CLpro inhibitor | Anthrax LF inh2 | BH1578 lux ind | TcdB inh | SSB-PriA inh | PfHsp40 rescue | Rv3671c inh | DUSP3 inh | Yp Topo-I inh
COc1cc(CC(=O)OC2CCOC2=O)cc(OC)c1OC (stereo not given) | -12 | -1 | -10 | i | / | -16 | 0.0 | -2 | 40 | -8
COc1ccccc1NC(=O)c1cccc(NC(=O)c2ccco2)c1 | -3 | 5 | 3 | 0.6 | / | -6 | 3.2 | -5 | -5 | 7
COC(=O)C1=C(C)N(CCCCCC(=O)O)C(=O)NC1c1ccccc1 (stereo not given) | 7 | / | -2 | i | 1.0 | -1 | 2.5 | -1 | / | 10
CN(C)c1ccc(C=c2c3cc([N+](=O)[O-])ccc3n3c2cc(-c2ccccc2)[n+]3C)cc1 | -6 | / | -130 | / | -0.4 | 6 | 4.9 | / | / | -50
O=S(=O)(c1ccc(F)cc1)N1CCN(Cc2cc3c(cc2Br)OCCO3)CC1 | 1 | / | -5 | i | -0.1 | -12 | 1.6 | -12 | / | 29
CN(C)CCCOc1nn(Cc2ccccc2)c2ccccc12 | 10 | -4 | -3 | -0.3 | 1.5 | -4 | 0.3 | -2 | 6 | -3
CN(CC(=O)Nc1ccccc1Br)C(=O)c1cc(Cl)nc2ccccc12 | -5 | / | -2 | 1.4 | -0.7 | -12 | -0.1 | -2 | / | 6
O=c1cc(N2CCc3ccccc3C2)[nH]c(=O)n1-c1ccc(Cl)cc1 | -9 | 0 | -5 | -9.7 | -0.2 | -5 | -1.6 | 0 | 10 | 0
CCOc1ccc(S(=O)(=O)N(C)c2ccc(OCC(=O)N3c4ccc(C)cc4C4CN(C)CCC43)cc2)cc1 (stereo not given) | -16 | 2 | 6 | 0.8 | 1.0 | 4 | -0.8 | -1 | 24 | 9
O=C1CC(N2CCN(c3ccc(S(=O)(=O)N4CCOCC4)cc3)CC2)C(=O)N1Cc1ccccc1 (stereo not given) | 2 | -4 | -6 | -0.5 | / | -8 | 0.4 | 0 | 17 | 22
Cc1ccc(NC(=S)Nc2ccccn2)cc1C | 8 | 5 | / | -0.4 | -0.7 | -1 | 0.2 | -5 | 12 | 6
COC(=O)c1c(C)[nH]c(C(=O)C(C)OC(=O)c2cnc(C)cn2)c1C (stereo not given) | 2 | / | 2 | 0.3 | -1.1 | -13 | -0.1 | 2 | / | 2
COc1ccc(C)cc1NC(=O)C1CCN(S(=O)(=O)c2c(C)noc2C)CC1 | 17 | 7 | -2 | -8.5 | 0.4 | 7 | 0.5 | -3 | -4 | -3
O=C(NC12CC3CC(CC(C3)C1)C2)N1CCN(C2CCCCC2)CC1 | 2 | 0 | 3 | i | -2.3 | -12 | 0.5 | 3 | -3 | -2
CN1C(=O)c2ccccc2C(C(=O)NCCCN2CCCC2=O)C1c1c[nH]c2ccccc12 (stereo not given) | 6 | -1 | / | / | / | -5 | / | -1 | 30 | /

Next part (five carried over from the part before).
SMILES | MazEF act | 3CLpro inhibitor | Anthrax LF inh2 | BH1578 lux ind | TcdB inh | SSB-PriA inh | PfHsp40 rescue | Rv3671c inh | DUSP3 inh | Yp Topo-I inh
Cc1ccc(NC(=S)Nc2ccccn2)cc1C | 8 | 5 | / | -0.4 | -0.7 | -1 | 0.2 | -5 | 12 | 6
COC(=O)c1c(C)[nH]c(C(=O)C(C)OC(=O)c2cnc(C)cn2)c1C (stereo not given) | 2 | / | 2 | 0.3 | -1.1 | -13 | -0.1 | 2 | / | 2
COc1ccc(C)cc1NC(=O)C1CCN(S(=O)(=O)c2c(C)noc2C)CC1 | 17 | 7 | -2 | -8.5 | 0.4 | 7 | 0.5 | -3 | -4 | -3
O=C(NC12CC3CC(CC(C3)C1)C2)N1CCN(C2CCCCC2)CC1 | 2 | 0 | 3 | i | -2.3 | -12 | 0.5 | 3 | -3 | -2
CN1C(=O)c2ccccc2C(C(=O)NCCCN2CCCC2=O)C1c1c[nH]c2ccccc12 (stereo not given) | 6 | -1 | / | / | / | -5 | / | -1 | 30 | /
Brc1ccc(-c2cn3cccnc3n2)cc1 | -5 | 2 | 0 | -0.6 | / | -2 | 2.6 | -1 | -2 | 0
Cc1ccccc1NC(=O)CSC(N)=O | 0 | 1 | -9 | 3.1 | / | -4 | 1.1 | 2 | -4 | -2
COc1ccc(C(=O)COC(=O)CCN2C(=O)[C@@H]3[C@H](C2=O)[C@@H]2C[C@H]3C(Br)C2Br)cc1 (stereo not given in full) | -8 | 2 | -5 | i | / | -12 | 4.1 | 3 | 18 | 21
C/C(=N\N=c1/sc2ccccc2n1C)c1ccc(N2CCOCC2)cc1 | 9 | -2 | -8 | -0.4 | -0.2 | / | -1.5 | 0 | 34 | -11
CCCNC(=O)C1(S(=O)(=O)c2ccccc2)CC=CC1 | 3 | -3 | 1 | -0.4 | 1.3 | 4 | 0.0 | 7 | 2 | 5
COc1ccc(/C=C/c2nc3ccccc3c(=O)n2-c2cccc(C(=O)O)c2)cc1 | -5 | -11 | -3 | i | 0.1 | -17 | -0.2 | -21 | 34 | -5
COCCN1C(=O)N[C@@H](c2ccco2)C(C(=O)OC)=C1C | 2 | / | 3 | i | 1.5 | 0 | -0.5 | -3 | / | -5
O=C(NC1CCCCC1)c1ccc(CS(=O)(=O)c2ccc(Cl)cc2)o1 | 0 | -4 | 1 | -0.4 | 2.4 | -20 | 0.3 | -4 | 4 | 9
c1ccc2c(c1)OC1OC2Oc2ccccc21 | 5 | / | -7 | 0.1 | / | -14 | 0.7 | / | / | 2
O=C(COc1ccccc1C(=O)c1cnn(-c2ccccc2)c1)Nc1ccccc1 | -9 | 1 | -2 | -0.5 | 0.7 | -12 | 11 | -32 | 3 | 21
C=C1SC(Nc2c(C)cc(C)cc2C)=NC12CCCCC2 | 1 | -3 | / | -0.2 | 0.1 | -2 | -1.6 | 4 | 5 | -4
COc1cc(C2C(C#N)=C(N)Oc3n[nH]c(C)c32)ccc1OC(=O)c1ccccc1 (stereo not given) | -4 | 0 | -8 | -0.4 | / | 1 | 0.0 | -6 | 13 | -5
COCCOC1CCN(C(=O)c2cc(COc3ccc(-n4cncn4)cc3)on2)CC1 | 10 | -2 | 3 | -0.8 | 1.1 | 2 | -1.3 | 2 | -10 | 2
C=C(c1ccc(O)cc1)c1ccc(O)cc1 | 20 | 1 | 2 | -0.7 | / | 23 | 0.2 | -5 | -2 | -19
CN(C)S(=O)(=O)c1ccc(Cl)c(NC(=O)CN2CCN(c3ccccn3)CC2)c1 | 2 | -3 | 15 | i | 1.5 | 2 | -1.1 | / | -4 | 23
O=C(CN1C(=O)NC2(CCCCCC2)C1=O)Nc1ccc(S(=O)(=O)N2CCOCC2)cc1 | -3 | 0 | -9 | / | -0.3 | -17 | 13 | 1 | 29 | 5
S=C(NCc1ccco1)N1CCN(c2ccccc2Cl)CC1 | 15 | 2 | -1 | 5.6 | 0.2 | 12 | 7.0 | 0 | 6 | -10
COc1cc2c(cc1OC)CN(S(=O)(=O)/C=C/c1ccccc1)CC2 | 9 | 4 | 4 | i | 0.5 | -1 | -0.3 | -1 | -2 | 21
Clc1ccc2nc(CSc3nncn3-c3ccccc3)cn2c1 | -3 | 3 | -2 | 1.5 | / | -12 | 0.5 | 2 | 0 | 5
Cc1nn(C)cc1CNC(=O)Nc1ccc(Cl)cc1 | -2 | 4 | -4 | -3.1 | / | -8 | 1.6 | -4 | 3 | 1
COc1ccccc1NC(=O)c1nn(-c2ccc(OC(F)(F)F)cc2)ccc1=O | -1 | 0 | 3 | i | / | -6 | 0.4 | -30 | 9 | -3
CC(C)(C)OC(=O)CC1(C#N)c2ccccc2C(Br)=CN1C(=O)c1ccccc1 (stereo not given) | 2 | / | -2 | i | 0.8 | -31 | 4.2 | -2 | / | 21
CCOc1ccccc1CN(Cc1ccco1)S(=O)(=O)c1ccc(-n2cnnn2)c(OC)c1 | 2 | -3 | -9 | -1.5 | -0.2 | -12 | 1.0 | / | -12 | 35
Cn1cccc1/C=N/NC(=O)Cc1ccccc1 | 8 | 4 | 3 | i | -1.8 | i | 0.6 | -2 | 6 | 2
O=C(Nc1cc([N+](=O)[O-])ccc1N1CCCC1)c1ccccc1 | 13 | 5 | -3 | i | -0.3 | 9 | -1.5 | 7 | 39 | -4
CCc1noc(C)c1C(=O)Nc1cc(S(=O)(=O)N(CC)CC)ccc1N1CCCC1 | 4 | / | -2 | -1.8 | 1.4 | -4 | 1.3 | 3 | / | 5
COc1ccccc1Cn1c(CCCO)nc2ccccc21 | -4 | 2 | -2 | -0.4 | / | -5 | 0.8 | -8 | 16 | 2
Cc1ccc2c(c1)N(C(=O)CCC(=O)NCc1cccc(Br)c1)CC(C)O2 (stereo not given) | 4 | -4 | -14 | -2.5 | -0.2 | -21 | 0.6 | -2 | -6 | -12
CCCN(CC(=O)Nc1ccccc1OC)C(=O)Cc1ccc2c(c1)CCC2 | -8 | / | -4 | i | / | -15 | 2.1 | -4 | / | -2
C=C1CCC[C@]2(C)C[C@H]3OC(=O)C(CN4CCCCC4CO)[C@H]3CC12 (stereo not given in full) | 5 | -5 | 9 | -0.8 | 0.8 | 13 | 0.1 | -8 | / | 1
CNc1cc(-n2nc(C)cc2-c2ccccc2)ncn1 | -1 | -3 | -6 | -0.5 | / | -13 | -0.7 | -6 | 32 | 4
CCC(C)n1ncn(-c2ccc(N3CCN(c4ccc(OC)cc4)CC3)cc2)c1=O (stereo not given) | 11 | 2 | -16 | -0.3 | -0.2 | -15 | -0.3 | -8 | 8 | 8
Fc1ccc(CNC(=S)Nc2cccc(Cl)c2)cc1 | 12 | -1 | 0 | 7.0 | / | -31 | 3.6 | -5 | 2 | -3
COc1cc(C(=O)NCc2ccc(C)cc2)ccc1OC(F)F | -2 | -5 | 1 | -0.2 | / | -1 | 0.4 | -17 | 4 | -5
CCCCC(=O)C1=C(N2CCCC2)CC(C)(C)CC1=O | 6 | 1 | 4 | -0.3 | / | -1 | -0.7 | -5 | / | 6
CCCN1CCN(C(=S)Nc2sc(CC)cc2C(=O)OC)CC1 | -12 | 2 | -3 | -0.4 | -1.2 | 6 | 1.2 | -4 | 5 | 31
COc1ccc(OC)c(Cc2nnc(CCC(=O)NC3CCCC3)o2)c1 | -6 | -4 | -1 | -0.3 | 0.6 | -9 | -1.3 | 1 | -19 | -3
O=C(CN1C(=O)NC2(CCCC2)C1=O)NCCc1ccc(Cl)cc1Cl | 6 | / | / | -0.5 | -0.2 | -8 | -0.7 | 5 | / | 5
Cc1ccc(C(=O)Nc2ccccc2C(=O)N2CCCC2)cc1[N+](=O)[O-] | 3 | 3 | -1 | -0.1 | / | -4 | -0.5 | -8 | 0 | -1
Nc1c2c(nc3ccccc13)N(C1CCCCC1)CC2 | 11 | / | / | -0.6 | / | -4 | -1.1 | 8 | 19 | -13
COc1ccc(NC(=O)CCC(=O)Nc2nnc(C3CCCCC3)s2)c(OC)c1 | 5 | -1 | -5 | i | 0.4 | -13 | -0.2 | 9 | -4 | 2
COC(=O)c1ccc(Cn2c(C)c(C(=O)NCc3cccs3)sc2=O)o1 | / | / | 5 | i | -3.7 | / | / | / | / | 7
NC(c1csc(Nc2ccc(C(=O)c3ccccc3)cc2)n1)C1CCCCC1 (stereo not given) | / | / | -5 | -0.7 | 1.4 | / | / | / | / | -9
NC(=O)c1ncc(C(F)(F)F)cc1Oc1cccc(F)c1 | 1 | -1 | -1 | -3.1 | / | -19 | -0.6 | 1 | -7 | 1
CCC(C)NC(=O)c1cc(Sc2nnc(C)s2)nc2ccccc12 (stereo not given) | / | 0 | / | / | -0.3 | / | / | 4 | 13 | /
Cc1nc(SCN2C(=O)c3ccccc3C2=O)n[nH]1 | 4 | -1 | -2 | i | / | -23 | 0.5 | 5 | 4 | -3
CC(=O)OC1CC(C)(C)N(OC(=O)c2ccccc2)C(C)(C)C1 | -7 | -6 | 0 | 5.9 | / | 4 | 0.8 | 6 | 12 | 8
Cc1ccc(SCc2nc3ccccc3[nH]2)cc1 | 4 | 3 | 3 | -2.0 | / | -12 | 1.2 | 7 | 11 | 4
